MEKK3 PB1 HTS = MEKK3-MEK5 PB1 interaction, increase or decrease; Q99759; bead-based flow cytometry, Alexa488-MEK5 binding to MEKK3; actives lie on both sides; 0 = blocked by unlabeled MEK5, 100 = vehicle; binding response (% of control), % at 10 µM; 1.4% of 290,000 active;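 active = binding response more than 3 SD above or below the average of its plate-row segment, actives on both sides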;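 note: Alexa488 bead fluorescence after subtracting the streptavidin-only scavenger bead signal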
IDE cell inh = inhibits human insulin-degrading enzyme in HEK cells | P14735 | FAbetaB cleavage, fluorescence polarization | inhibition, % at 5.59 µM | 0.41% of 320,000 active | AID 434962;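 active = percent inhibition above the average of all tested compounds plus 3 SD, set per screening campaign, cut at about 16% in these data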;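 note: IDE supplied by intact live HEK cells; FP after avidin binding of uncleaved biotin substrate so inhibition keeps polarization high; 0% = DMSO wells and 100% = 60 µM reference IDE inhibitor Ii1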
CRFBP-R2 block = CRF-BP/CRF-R2 complex antagonism | HEK293 CRF-R2/CRF-BP, CRF-induced calcium fluorescence | inhibition, % at 11.8 µM | 0.59% of 350,000 active;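 active = inhibition of the ligand-induced calcium signal above about 50% at the single tested concentration, limit read from the data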
PHOSPHO1 block = inhibitors of human PHOSPHO1 phosphatase. Q8TCT1. recombinant PHOSPHO1, absorbance phosphatase assay. inhibition, % at 13.3 µM. 1.1% of 290,000 active. AID 1565; in the data active = inhibition above about 60%
Target sequence (Q8TCT1 whole entry, looked up): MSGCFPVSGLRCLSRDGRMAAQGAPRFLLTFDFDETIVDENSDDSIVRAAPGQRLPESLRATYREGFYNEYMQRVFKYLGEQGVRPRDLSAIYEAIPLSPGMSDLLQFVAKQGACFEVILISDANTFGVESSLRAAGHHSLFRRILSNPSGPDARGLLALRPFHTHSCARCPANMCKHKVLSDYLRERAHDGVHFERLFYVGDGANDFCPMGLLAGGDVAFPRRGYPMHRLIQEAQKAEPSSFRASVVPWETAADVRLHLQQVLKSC
pCIP destab = compounds decreasing mouse p/CIP protein stability. Q05BA5. F442A p/CIP-EGFP cells, EGFP fluorescence, 16 h. decrease of EGFP signal, % at 10 µM. 0.01% of 290,000 active;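 active = EGFP signal decrease of at least 30% at 10 µM or well 3 SD below plate mean, unless failing retest; inactive = the rest, including hits failing retest or dose response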; note: some compounds called inactive have numbers as strong as hits; many of its hits are not listed in these tables
CRFBP-R2 agonist = agonists of human CRF-binding protein/CRF-R2 receptor complex; activation, % at 13.2 µM; AID 588473; 0.46% of 350,000 active; HEK293 CRF-R2/CRF-BP, calcium dye fluorescence (FLIPR); percent of saturating CRF peptide response;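 active = activation of at least 50%, plus an integration ratio under a set limit after plate pattern correction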;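 note: plate controls were neutral control wells without compound for no effect and CRF at EC100 for full effect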
IDE act = IDE (human) activation, cell-based | AID 493087 | HEK cells, FAbeta-B cleavage, fluorescence polarization; 0% vehicle, 100% cell-free pure enzyme wells | activation, % at 5.96 µM | 0.073% of 340,000 active | P14735;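 active = activation above the mean of all tested compounds plus 3 SD, set per screening campaign, cut at about 17% in these data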
GalR3 antagonist = blocks the human galanin receptor 3 | O60755 | HEK293 GalR3-CNG cAMP membrane potential fluorescence; galR3 body fused to GalR1 C-terminus | inhibition, % at 3 µM | 0.44% of 360,000 active;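 active = inhibition above the screen-wide average plus 3 SD, cut at about 13% in these data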;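 note: forskolin and galanin both at EC90 stimulate the cells; cAMP rise reported by CNG channel membrane potential dye signal; 0% = forskolin plus galanin with DMSO and 100% = forskolin alone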
Target sequence (O60755 1-299 limits assumed): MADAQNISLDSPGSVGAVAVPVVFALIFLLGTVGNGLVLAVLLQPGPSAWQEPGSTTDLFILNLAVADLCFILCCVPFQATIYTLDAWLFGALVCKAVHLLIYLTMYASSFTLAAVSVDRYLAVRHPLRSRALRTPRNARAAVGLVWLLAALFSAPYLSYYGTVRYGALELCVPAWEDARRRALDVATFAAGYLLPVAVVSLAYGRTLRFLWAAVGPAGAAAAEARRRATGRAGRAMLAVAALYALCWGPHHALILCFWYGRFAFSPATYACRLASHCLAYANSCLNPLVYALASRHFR
M4 PAM = positive allosteric modulators of human muscarinic M4 receptor | 0.4% of 360,000 active | P08173 | AID 624126 | activation, % at 3 µM | CHO-K1 hM4/Gqi5, Fluo-8 calcium fluorescence, ACh EC20; 0% = ACh EC20, 100% = maximal ACh;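 active = activation above its plate's cutoff, the mean activation of sample wells plus 3 SD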; note: some results filed as inactive read as strong as hits
Target sequence (P08173 whole entry, looked up): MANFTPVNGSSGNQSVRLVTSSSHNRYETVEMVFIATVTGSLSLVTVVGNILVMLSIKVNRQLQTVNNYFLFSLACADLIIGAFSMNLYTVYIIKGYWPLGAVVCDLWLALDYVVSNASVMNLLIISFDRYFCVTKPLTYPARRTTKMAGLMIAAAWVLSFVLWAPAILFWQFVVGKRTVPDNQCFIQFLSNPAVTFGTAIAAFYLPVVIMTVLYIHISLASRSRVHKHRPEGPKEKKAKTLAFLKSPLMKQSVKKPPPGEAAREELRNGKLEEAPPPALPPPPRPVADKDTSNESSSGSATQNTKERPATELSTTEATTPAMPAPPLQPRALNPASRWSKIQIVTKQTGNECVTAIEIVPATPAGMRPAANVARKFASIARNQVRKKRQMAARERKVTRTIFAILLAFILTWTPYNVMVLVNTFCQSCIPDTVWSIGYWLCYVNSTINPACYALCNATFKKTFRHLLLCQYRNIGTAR
An asterisk follows results filed as active; . = no result given; [ ] = another dose, or the depositor's remark.

SMILES	MEKK3 PB1 HTS	IDE cell inh	CRFBP-R2 block	PHOSPHO1 block	pCIP destab	CRFBP-R2 agonist	IDE act	GalR3 antagonist	M4 PAM
COC(=O)Cn1c(=NC(=O)CSC(C)=O)sc2ccccc21	104	2	-7	-3	-2	0.4	1	.	6
Cc1ccc(NC(=O)C2CCN(S(=O)(=O)c3cccnc3)CC2)cc1C	97	12	-6	44	8	0.6	-1	5	-2
Cc1cnc(CNC(=O)CC2C(=O)NCCN2Cc2ccccc2F)cn1 (stereo unspecified)	105	4	8	-21	-16	-0.5	3	-5	0
COc1ccccc1OCCNC(=O)CCC(=O)N1CCOCC1	.	.	13	.	.	-0.7	6	-1	7
C=CCNC(=O)CN(c1cc(Cl)ccc1OC)S(=O)(=O)c1ccc(C)c([N+](=O)[O-])c1	97	-1	-11	-16	-2	-2.4	2	-3	3
Cc1ccc(NC(=O)c2cnc3ccccc3n2)cc1C	105	8	0	20	-6	0.9	-1	0	21
COC(=O)CNC(=O)C1CCCN1C(=O)CNC(=O)OC(C)(C)C (stereo unspecified)	101	0	7	-16	-11	-0.7	3	8	0
CCCCOc1ccc(C(=O)NCC(=O)NCc2ccccn2)cc1	.	8	-13	.	.	-0.2	0	-2	19
c1ccc(Oc2nc(-c3cccnc3)nc3ccccc23)cc1	103	8	-19	28	-4	0.3	-16	-9	-3
Cc1ccc2c(c1)N(CC(=O)NCCCN1CCCCC1C)C(=O)c1cccnc1O2 (stereo unspecified)	104	-7	-6	17	-11	3.7	-3	0	-12
CCCCN1CC(=O)N2[C@H]3c4cc(Cl)ccc4OC[C@@H]3[C@H](c3ccccc3)[C@]2(C)C1=O	.	6	4	.	.	1.5	1	-6	-4
CC1Cc2ccccc2N1CC(=O)Nc1ccc(S(=O)(=O)N(C)C)cc1 (stereo unspecified)	107	1	-12	-12	6	0.0	1	-8	2
COc1ccc(OC)c(C(=O)COC(=O)CN2C(=O)NC3(CCCCC3C)C2=O)c1 (stereo unspecified)	.	-2	7	.	.	-0.9	22*	-5	-4
CC(C(=O)Nc1ccccn1)c1ccccc1 (stereo unspecified)	89	.	3	9	-3	1.8	3	-8	5
CC(=O)c1cc2c(C)c(C(=O)c3ccccc3)oc2cc1O	93	35*	-19	-12	-13	3.1	-63	0	4
Cc1ncc(CC(=O)n2cc(C(=O)c3cc(F)ccc3O)cn2)s1	101	4	9	16	-16	0.1	7	-6	6
O=C(CCc1nnc2ccc(NCc3ccc(Cl)cc3)nn12)NC1CCCCC1	95	-3	6	27	0	-0.6	1	-5	-1
CC1=C(C(=O)Nc2ccccc2F)C(c2ccsc2)C2=C(CC(C)(C)CC2=O)N1 (stereo unspecified)	104	10	-2	3	0	0.6	6	-4	7
COc1cccc(N2CCc3c(C)nc4ccc(Cl)cc4c32)c1	104	.	-6	16	-2	-0.7	-6	-15	-6
COc1cccc(/C=C/C(=O)N2CC(C)OC(C)C2)c1OC (stereo unspecified)	102	5	-4	14	7	0.0	0	-11	-1
CC(=O)c1ccc(N2CCN(C(=O)c3ccc(Cn4c(=S)[nH]c5ccc(N6CCOCC6)cc5c4=O)cc3)CC2)cc1	104	9	-4	-63	7	3.4	-2	-1	-8
O=C(CCN1CCCCC1)Nc1ccc(F)c(F)c1	.	.	-8	.	.	-1.4	.	-5	6
CCOc1ccccc1NC(=O)C(=O)CC(=O)c1ccc(OC)cc1	98	-4	2	44	0	-1.8	3	-9	0
COc1nc(Nc2ccc(O)cc2)nc(OC(C(F)(F)F)C(F)(F)F)n1	99	-1	13	22	0	0.5	6	-4	7
O=C(COc1cc2oc(=O)cc(-c3ccccc3)c2cc1Cl)NCc1ccccn1	96	0	-3	16	-22	0.0	2	1	-3
O=[N+]([O-])c1ccc(S(=O)(=O)CC2CSc3nc4ccccc4n32)cc1 (stereo unspecified)	80	1	7	2	3	2.6	7	-11	33*
Cc1oc(-c2ccccc2Cl)nc1Cn1cccc1C1=NC(c2ccccc2)CO1 (stereo unspecified)	19*[inhibitor]	5	20	28	-3	1.0	2	-5	4
Cc1ccc(-n2c(SCC(=O)NCc3cccs3)nnc2-c2ccoc2C)cc1	105	-7	-3	43	-13	-0.3	2	-7	-2
Cc1c(CC(=O)N2CCC(O)CC2)c(=O)oc2cc3c(cc12)CCC1(CCCCC1)O3	.	.	0	.	.	-0.1	.	2	-2
O=C(NCCS(=O)(=O)N1CCN(c2cccc(Cl)c2)CC1)C1CCCC1	.	0	-5	.	.	0.8	5	-4	1
Cc1cc(C)c(C2=NOC3C4CCC(C4)C23)c(C)c1 (stereo unspecified)	101	-2	-22	-12	-15	-1.9	3	-4	-10
CCOc1cc(S(=O)(=O)N(CC)CC)ccc1Cl	94	1	10	47	-2	-5.6	1	-4	2
O=C(O)CN=C1NC2(CCCC2)Cc2ccccc21	97	1	1	20	-20	0.0	3	-1	7
COc1cccc(N(CC(=O)Nc2ccc3c(c2)OCO3)S(=O)(=O)c2ccccc2)c1	99	8	-23	0	-6	0.6	5	-4	0
CC(=O)N(c1ccc2oc(=O)sc2c1)S(=O)(=O)c1ccc(C(=O)O)cc1	105	6	-4	2	-4	-0.5	-10	-6	10
CC1Oc2ccccc2N(CC(=O)N2CCCC2)C1=O (stereo unspecified)	106	7	5	24	-2	0.2	-2	-2	13
COc1cccc(Nc2nc3cc(OC)ccc3cc2C#N)c1	101	7	1	17	13	-2.2	-2	-7	-13
Cc1cc2cc(CNC(=O)Cc3cccs3)ccc2n1C	103	1	-5	22	-4	3.8	-8	.	-3
O=C(NC1CCN(S(=O)(=O)c2cccc(Cl)c2)CC1)C1CCCCC1	102	0	-5	11	-14	-0.2	-1	-8	-3
N#C/C(=C\c1ccccc1)C(=O)NNS(=O)(=O)c1ccc(Br)cc1	.	2	-51	.	.	-2.3	4	3	7
COc1ccc(NC(=O)Nn2cnnc2)cc1OC	94	-6	-21	14	5	0.7	4	1	-5
COc1cccc(C(=O)CC(=O)C(=O)Nc2cc(OC)ccc2OC)c1	109	-1	2	31	-3	-0.7	-1	2	5
COc1cc(C2/C(=C(\O)c3ccc4c(c3)CC(C)O4)C(=O)C(=O)N2Cc2ccco2)ccc1O (stereo unspecified)	87	-2	-13	-3	-17	-1.6	2	4	1
COc1ccc(NC(=O)CSc2nnc3ccc(-c4cccnc4)nn23)c(OC)c1	.	-2	4	.	.	-0.4	0	0	2
N#C/C(=C\c1ccc(-c2cccc(C(F)(F)F)c2)o1)C(=O)Nn1cnnc1	104	3	9	-25	-21	1.6	3	-8	11
O=C(NCc1ccc2c(c1)OCO2)c1c(O)c2cccc3c2n(c1=O)CCC3	98	3	-8	5	3	1.7	2	-4	14
CCOC(=O)C1CCCN(C(=O)C2CCN(S(=O)(=O)c3cnc[nH]3)CC2)C1 (stereo unspecified)	93	3	7	-10	1	-1.8	10	-4	6
O=C(COC(=O)c1cccc(S(=O)(=O)N2CCc3ccccc32)c1)NC1CCS(=O)(=O)C1 (stereo unspecified)	97	-4	5	-7	-8	-0.8	3	1	1
COc1ccc(C2=CC(=O)C[C@H](CN3C(=O)c4ccccc4C3=O)N(C(=O)OC(C)(C)C)O2)cc1	.	.	12	.	.	0.7	1	-6	-6
O=C1CN(c2ccccc2)C(=O)N1	101	4	-2	27	-11	-0.4	-3	-2	-1
(listing goes on)
SMILES	MEKK3 PB1 HTS	IDE cell inh	CRFBP-R2 block	PHOSPHO1 block	pCIP destab	CRFBP-R2 agonist	IDE act	GalR3 antagonist	M4 PAM
O=C(C/C=N\OCc1ccc([N+](=O)[O-])cc1)Nc1ccc(Cl)cc1	103	2	39	28	8	-0.6	1	1	-4
O=c1nc(SCc2ccc(Cl)cc2)nc(-c2ccccc2)[nH]1	95	1	38	12	-1	-2.3	2	-8	2
CC1CN(c2nc3ccccn3c(=O)c2/C=C(\C#N)S(=O)(=O)c2ccccc2)CC(C)O1 (stereo unspecified)	103	6	1	17	0	2.2	3	-4	-5
COC(=O)[C@H](CC(C)C)N(Cc1ccccc1)S(=O)(=O)N(Cc1ccc(OC)cc1)[C@@H](CC(C)C)C(=O)OC	.	0	-26	.	.	10	2	-6	10
O=C(NCc1nnnn1-c1ccc(F)cc1)c1ccc(S(=O)(=O)N2CCOCC2)cc1	.	.	2	.	.	-1.2	.	-7	0
Cc1ccc(OCC(=O)NCC(=O)Nc2ccc(F)c(F)c2F)c([N+](=O)[O-])n1	102	-2	-5	-3	9	-0.9	4	-4	0
CN(Cc1ccccc1F)C(=O)CCNC(=O)c1ccc(C(C)(C)C)cc1	.	1	8	.	.	-0.3	6	-1	4
c1ccc(Cn2ccc(-c3cnc(-c4ccccc4)s3)n2)cc1	103	5	-13	2	-14	4.1	3	-6	3
COc1ccc(-c2cc3ncc(-c4ccccc4)c(N)n3n2)cc1	104	.	-27	1	-3	-0.9	-3	-6	-5
COc1ccc(NC(=O)c2cc(-c3ccc(C)o3)nc3ccccc23)c(OC)c1	.	5	9	.	.	0.0	.	-1	-12

4 records picked at random from the list so far, as already listed:
SMILES	MEKK3 PB1 HTS	IDE cell inh	CRFBP-R2 block	PHOSPHO1 block	pCIP destab	CRFBP-R2 agonist	IDE act	GalR3 antagonist	M4 PAM
c1ccc(Cn2ccc(-c3cnc(-c4ccccc4)s3)n2)cc1	103	5	-13	2	-14	4.1	3	-6	3
COc1ccc(-c2cc3ncc(-c4ccccc4)c(N)n3n2)cc1	104	.	-27	1	-3	-0.9	-3	-6	-5
Cc1ccc(OCC(=O)NCC(=O)Nc2ccc(F)c(F)c2F)c([N+](=O)[O-])n1	102	-2	-5	-3	9	-0.9	4	-4	0
O=c1nc(SCc2ccc(Cl)cc2)nc(-c2ccccc2)[nH]1	95	1	38	12	-1	-2.3	2	-8	2

(cont.)
SMILES	MEKK3 PB1 HTS	IDE cell inh	CRFBP-R2 block	PHOSPHO1 block	pCIP destab	CRFBP-R2 agonist	IDE act	GalR3 antagonist	M4 PAM
O=C(Nc1ccccc1N1CCOCC1)C1CCN(S(=O)(=O)c2ccc(Cl)cc2)CC1	85	-8	-2	-40	4	5.5	4	-1	-11
COc1cc(C(=O)NNC(=O)C2CC=CCC2C(=O)O)cc(OC)c1OC (stereo unspecified)	103	-6	-13	-7	-6	0.8	4	-3	-4
C=CCNc1nc(Cl)nc(Nc2cc(Cl)ccc2OC)n1	107	.	-10	29	7	0.5	-4	-1	-1
CN1CCN(Cc2cccc(Oc3ccccc3)c2)CC1	84	-1	-4	11	7	-0.2	-4	-13	-1
CCOC(=O)C(C)Oc1ccc(C2NC(=O)NC(C)=C2C(=O)Nc2ccccc2C)cc1 (stereo unspecified)	101	.	-4	-5	-6	0.6	-2	-2	0
CC1(C)NC(=O)N(CC(=O)OCC(=O)Nc2cccc(F)c2)C1=O	90	8	0	9	8	-0.6	4	-2	3
O=C(NC(=S)Nc1cccc2cc(O)ccc12)c1ccccc1Br	104	0	-22	32	-13	-3.3	-7	-1	8
CCNc1nnc(-c2ccccc2OC)s1	103	2	1	-15	-10	-1.6	.	-5	.
O=C(NCCCN1CCCC1)c1ccc(CS(=O)(=O)c2ccc(Cl)cc2)o1	105	-1	1	33	4	-1.1	10	1	-9
NC(=O)c1ccc(NC(=O)C2CC(=O)N(c3ccc4c(c3)OCCO4)C2)cc1 (stereo unspecified)	.	2	2	.	.	-0.6	3	-6	3
CC1CCN(c2ccc(C(=O)N3CCOCC3)cc2[N+](=O)[O-])CC1	103	0	-9	48	-2	0.3	1	-1	9
CCc1ccccc1NC1=NCC(=O)N1C1CCCCC1	.	5	-7	-1	-16	-1.8	0	0	3
Cc1ccc(C(=O)NCC(=O)OCCOc2ccccc2Cl)cc1	.	3	17	.	.	-1.3	3	-3	9
CCCCNC(=O)C1CC(c2ccc(C(F)(F)F)cc2)=NO1 (stereo unspecified)	93	5	-6	31	-2	-1.6	-3	-6	3

High-throughput results as filed in PubChem BioAssay.
